MT1-MMP txn act – MT1-MMP promoter transcription activation. activation factor at 10 µM. hit rate 0.16% among 86,000. HT1080 MT1-MMP promoter luciferase reporter, luminescence, overnight; stronger effect = higher value;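 active = activation factor of at least 2 for MT1-MMP transcription at 10 µM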
Rev-RRE block – inhibitors of HIV-1 Rev-RRE RNA interaction; AID 704; Rev peptide-RRE RNA binding, FRET; hit rate 0.79% among 97,000; inhibition, % at 8 µM; P05866;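 active = inhibition above the screen-wide mean plus 3 SD, cut at about 35% in these data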;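 note: 0% = median DMSO wells and 100% = median Neomycin B control wells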
Target sequence (P05866 whole entry, looked up): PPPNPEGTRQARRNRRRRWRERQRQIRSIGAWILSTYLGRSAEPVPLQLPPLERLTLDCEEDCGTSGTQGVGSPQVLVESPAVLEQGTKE
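Test system – labelled RRE RNA duplex and labelled Rev peptide · Reagent – labelled Rev peptide · Doses – one concentration, 8 µM nominal · Incubation – 5 + 15 min at 25 °C · Signal – FRET fluorescence readout · Read-out basis – % inhibition of FRET ratio versus controls · Control set – DMSO wells as 0% and neomycin B wells as 100% inhibition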
Plk1 PBD FP – inhibitors of human Plk1 polo box domain binding | P53350 | Plk1 PBD phosphopeptide binding, fluorescence polarization | inhibition, %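 (tested at about 20 µM)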 | hit rate 0.13% among 97,000 | AID 693; in the data active = inhibition above about 34%, passing the limit was not always enough
PLK1 kinase inh – blocks human PLK1 kinase activity; P53350; recombinant PLK1 kinase, TR-FRET peptide phosphorylation; inhibition, % at 10 µM; hit rate 0.53% among 97,000;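 active = inhibition of 50% or more in the single-concentration screen; inactive = inhibition below 50%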;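 note: 0% = DMSO max control and 100% = H-89 dihydrochloride min control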
EphB4 ephrin blk – antagonists of human EphB4-ephrin-B2 interaction; EphB4 LBD / TNYL-RAW-Alexa532 peptide, fluorescence polarization; inhibition, % at 7 µM; hit rate 0.15% among 97,000; AID 720;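 active = inhibition above the screen-wide mean inhibition plus 3 SD, cut at about 15% in these data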;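 note: 0% = DMSO wells and 100% = excess unlabeled TNYL-RAW peptide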
Target sequence (P54760 whole entry, looked up, the tested form may be a part): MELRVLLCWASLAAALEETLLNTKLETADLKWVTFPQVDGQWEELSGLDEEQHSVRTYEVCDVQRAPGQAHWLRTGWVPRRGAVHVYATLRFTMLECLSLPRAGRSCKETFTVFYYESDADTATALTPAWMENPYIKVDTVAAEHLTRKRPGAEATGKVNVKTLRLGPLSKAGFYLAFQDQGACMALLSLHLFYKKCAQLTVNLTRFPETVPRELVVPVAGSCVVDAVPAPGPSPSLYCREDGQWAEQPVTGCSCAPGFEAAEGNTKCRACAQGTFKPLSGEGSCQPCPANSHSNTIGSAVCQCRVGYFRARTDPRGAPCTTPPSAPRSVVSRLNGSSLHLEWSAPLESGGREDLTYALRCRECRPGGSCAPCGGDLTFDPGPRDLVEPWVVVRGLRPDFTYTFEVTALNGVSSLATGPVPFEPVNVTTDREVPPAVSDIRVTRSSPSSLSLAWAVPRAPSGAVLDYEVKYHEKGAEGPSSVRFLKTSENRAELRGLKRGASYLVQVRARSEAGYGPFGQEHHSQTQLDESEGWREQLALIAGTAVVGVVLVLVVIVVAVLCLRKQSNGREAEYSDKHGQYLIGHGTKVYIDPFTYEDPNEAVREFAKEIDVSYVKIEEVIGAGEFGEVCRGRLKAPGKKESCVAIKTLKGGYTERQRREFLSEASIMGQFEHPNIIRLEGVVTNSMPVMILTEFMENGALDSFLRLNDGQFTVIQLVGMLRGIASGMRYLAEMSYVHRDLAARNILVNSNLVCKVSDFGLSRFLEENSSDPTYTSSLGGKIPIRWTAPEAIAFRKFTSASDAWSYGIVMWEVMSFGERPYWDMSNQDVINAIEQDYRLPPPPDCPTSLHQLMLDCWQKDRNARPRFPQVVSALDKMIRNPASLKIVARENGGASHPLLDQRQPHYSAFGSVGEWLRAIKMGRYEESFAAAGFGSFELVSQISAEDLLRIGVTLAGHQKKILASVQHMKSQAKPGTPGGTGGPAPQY
S1P2 antag – blocks the human S1P2 receptor. inhibition, % at 5 µM. cell-based S1P2 antagonist assay, inhibition at 5 uM. hit rate 0.21% among 97,000. AID 736; in the data active = inhibition above about 45%;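 note: CRE beta-lactamase reporter cells expressing human S1P2 stimulated with S1P; 0% = agonist at EC80 alone and 100% = agonist plus reference antagonist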
PLAP act – activates human placental alkaline phosphatase; P05187; purified PLAP enzyme, luminescent substrate read-out; stronger effect = higher value; activation fold at 20 µM; hit rate 1.2% among 96,000; in the data active = activation fold above about 2
FAK blocker – blocks human focal adhesion kinase activity; Q05397; inhibition, %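 (tested at 7 µM)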; hit rate 0.84% among 97,000; biochemical FAK kinase activity assay; in the data active = inhibition above about 19%;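 note: 0% = DMSO and 100% = reference compound high control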
S1P2 agonist – S1P2 (human) receptor agonism. AID 729. activation, % at 4.5 µM. hit rate 0.46% among 97,000. O95136. S1P2-expressing cell line, agonist reporter read-out; in the data active = activation above about 16%;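 note: 0% = vehicle low control and 100% = maximal reference agonist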
Starred values were filed as active, the others as inactive; nt = no result given. Compounds were not picked by outcome, and some 3.9% of all compounds hit somewhere here.

SMILES	MT1-MMP txn act	Rev-RRE block	Plk1 PBD FP	PLK1 kinase inh	EphB4 ephrin blk	S1P2 antag	PLAP act	FAK blocker	S1P2 agonist
O=C(O)C1CCN(S(=O)(=O)c2ccc(Oc3ccccc3)cc2)CC1	1	1.3	11.1	-2.1	-6.5	-1.8	1.4	-0.7	-1.6
CCCCNC(=O)c1nc2ncc(Br)cn2n1	1	2.4	19.4	1.0	-0.1	-4.5	1.1	1.1	-4.2
COC(=O)c1cc(-c2ccccc2)sc1N	1.1	-4.2	15.0	6.8	3.1	-19.2	0.9	2.0	-0.2
COc1ccc(C2C(C(=O)NCCN(C)C)c3ccccc3C(=O)N2C)cc1OC (stereo unspecified)	1	2.9	-28.4	-5.0	-3.0	7.6	1.2	-0.4	-5.0
COc1ccc(-c2nc(C#N)c(NCCCN3CCOCC3)o2)cc1	1.2	9.0	-2.8	-13.4	2.4	23.9	1.3	6.5	-7.7
Cc1ccc(C(=O)O)cc1NC(=S)NC(=O)C(c1ccccc1)c1ccccc1	nt	-2.4	-25.4	-15.2	-5.7	-16.9	1.3	-7.3	2.0
Cn1c(=O)c(=O)n(C)c2cc(S(=O)(=O)N3CCCCC3)ccc21	1	9.2	14.0	-5.8	7.5	6.8	0.9	0.7	-2.3
CN(C)CCOC(C1CCCCC1)C1CCCCC1	nt	7.8	-30.0	-20.3	5.2	3.8	1.8	0.5	-7.5
COc1cccc(CNc2ccc(F)c(Cl)c2)c1	1	-0.8	-6.0	-6.5	-4.0	-10.4	0.9	1.5	-1.8
O=C(O)Cc1ccc(C(=O)c2ccccc2)s1	1	12.1	13.9	-10.0	2.2	-1.7	1.2	-2.2	-6.6
COC(=O)Nc1ccc(S(=O)(=O)N2CCCc3ccccc32)cc1	0.7	5.6	-2.5	-7.0	-5.2	-13.1	0.9	-2.1	-4.2
COc1cc(/C=C(/C(=O)c2cccs2)c2nc3ccccc3[nH]2)ccc1O	1.2	1.6	18.0	0.9	-4.0	32.0	0.7	-6.8	-11.0
Cc1nn(CC(=O)O)c2ccccc12	1.2	3.8	-14.2	-17.8	-2.8	1.8	0.9	-4.2	-3.4
FC(F)(F)C(Oc1nc(Nc2ccc(Cl)cc2)nc(N2CCOCC2)n1)C(F)(F)F	1	15.8	0.2	-9.7	2.6	-13.8	nt	0.8	-1.8
CC1=C(C(=O)N(C)C)C(c2cccs2)NC(=O)N1 (stereo unspecified)	1.2	10.7	1.0	-18.9	4.9	-8.2	nt	1.6	-6.3
COC(=O)c1cc(NC(=O)CN(c2ccc(OC)cc2)S(=O)(=O)c2ccc(F)cc2)ccc1Cl	nt	6.0	14.5	-4.5	4.2	15.5	nt	-9.9	-5.0
O=C(COc1ccc(S(=O)(=O)NC2CCCCC2)cc1)NC1CCCCC1	1.2	8.5	14.4	-13.0	0.0	-44.0	nt	0.2	-0.3
Cc1cccc(-n2cnc(C(=O)N/N=C/c3ccccc3)c2)n1	1.2	1.4	15.8	-9.1	4.5	4.5	1	-1.2	-8.7
CCOC(=O)c1ccc(NC(=O)c2nn(CC)cc2Br)cc1	1.2	2.7	-5.0	11.1	-1.1	-10.0	0.9	0.7	-2.6
Cc1ccc(-c2cc(C)nc3ncnn23)cc1	1.2	-0.7	-16.3	-2.4	4.1	13.0	1	1.4	-1.8
COc1ccc(N2CCN(Cc3cc(=O)oc4ccc5ccccc5c34)CC2)cc1	1.2	-2.6	-26.6	-6.0	-1.0	12.1	1.4	-9.7	-7.4
O=C(NC1CCCCC1NC(=O)c1ccco1)c1ccco1 (stereo unspecified)	1.1	2.9	-6.9	-4.6	-12.8	-1.0	0.9	4.1	-3.0
O=C(CN1CCCCC1)N1c2ccccc2Sc2ccc(C(F)(F)F)cc21	1	9.9	-29.0	-14.7	3.5	4.9	nt	-0.8	-3.9
CC1CCCC(C)N1CC(O)COCC1COc2ccccc2O1 (stereo unspecified)	nt	2.0	-20.8	-14.2	-3.5	9.8	1.2	-0.2	-5.5
Cc1ccccc1Nc1nc(N)nc(COC(=O)C(NC(=O)c2ccco2)C(C)C)n1 (stereo unspecified)	1.2	4.2	-12.2	-31.7	-9.2	-1.2	1.1	-2.7	-1.9
SMILES	MT1-MMP txn act	Rev-RRE block	Plk1 PBD FP	PLK1 kinase inh	EphB4 ephrin blk	S1P2 antag	PLAP act	FAK blocker	S1P2 agonist
Nc1ccc2nc(-c3ccccn3)[nH]c2c1	1.8	-2.6	5.0	13.4	4.0	11.5	nt	7.5	-4.7
CC(C)CSc1nnc2c(n1)[nH]c1ccccc12	0.7	11.2	-8.7	-13.8	-3.5	-20.1	0.9	2.6	-9.8
O=C(Cn1nnc(-c2ccccc2F)n1)Nc1ccc2c(c1)OCO2	0.9	5.9	-4.8	-4.3	5.5	24.1	0.9	-2.7	-1.6
COc1ccc(Cn2c(C)c(C)c(C#N)c2NC(=O)Nc2cccc(Cl)c2)cc1	1.2	13.0	7.7	-7.3	-1.3	8.1	0.9	0.2	-3.3
COc1ccc(C(=O)n2nc(-c3ccc(C)cc3)nc2N)cc1OC	1	11.1	8.3	4.3	6.3	-32.0	1.1	-2.5	-1.1
COc1ccccc1NC(=O)CCc1c(C)[nH]c(=O)c(C#N)c1C	1.2	2.4	-15.5	0.9	-4.0	14.3	1	-1.4	-3.7
O=C(Nc1ccccc1-c1ccccc1)C1CCCN(c2ncccn2)C1 (stereo unspecified)	1.2	-2.4	-13.6	0.5	1.1	10.8	0.9	7.5	-0.5
Cc1cc(C(F)(F)F)nn1Cc1ccc(C(=O)NCc2ccco2)o1	1	3.1	-11.2	-14.7	4.5	-9.1	1.4	-0.9	-3.1
COc1ccc(CN(C(=O)c2cnccn2)C(C(=O)NC(C)(C)C)c2cc(OC)c(OC)c(OC)c2)cc1 (stereo unspecified)	1.3	-0.7	6.8	-7.8	5.0	-9.9	nt	0.3	-4.4
CC(NC(=O)C1CCC(CNc2c(N3CCOCC3)c(=O)c2=O)CC1)c1ccccc1 (stereo unspecified)	nt	4.9	0.5	-16.4	1.1	4.5	1	0.4	-7.6
Cc1cc2ccccn2c1C(=O)c1ccncc1	0.8	2.2	-14.5	-8.6	0.9	18.5	0.8	5.3	-9.0
O=C(NCc1ccc(Cl)cc1)c1ccc(Br)o1	nt	6.0	8.2	-11.1	-2.1	-16.3	0.7	2.0	-2.6
O=C(NCc1ccc2c(c1)OCO2)c1ccc(CN2CCc3ccccc3C2)cc1	1.4	3.0	7.8	-10.1	-7.6	11.1	1	-8.5	-7.0
CCOc1ccc(NC(=O)Nc2ccc(N(C)C(C)=O)cc2)cc1	0.9	4.8	-20.7	-2.9	3.8	14.5	1	-1.8	-4.5
O=C(CN(Cc1cccs1)C(=O)CNS(=O)(=O)c1ccc(F)cc1)NCc1ccco1	1.1	-1.9	-21.7	-6.0	-0.9	6.7	1	-0.1	-5.6
COc1ccc(CC(=O)Nc2nc3ccc(F)cc3s2)cc1S(=O)(=O)N1CCOCC1	1.3	5.5	-18.3	-4.3	3.9	21.8	1.6	12.3	-11.0
O=C(c1ccccc1Oc1ccccc1)N1CCN(c2ccc(F)cc2)CC1	1	2.7	2.6	-6.5	1.3	4.8	1.4	-1.5	-6.4
N#CCCn1cnc2ccccc21	1.1	2.8	-9.5	-14.5	-3.7	-3.2	0.9	-1.5	-0.1
Cc1ccc(-n2c(SCc3nnc4n3CCC4)nnc2-c2ccccc2)cc1	1	5.5	-2.4	-4.9	-1.3	-12.8	1.1	6.0	-4.8
O=C(CSc1nnc(-c2ccccc2O)o1)N1CCc2ccccc2C1	1	10.4	-42.9	-5.5	-5.5	2.4	1.1	-2.6	-5.3
COC(=O)c1oc2ccc(Br)cc2c1-n1cccc1	1.2	1.1	-11.6	12.0	-1.8	-0.3	1	-7.5	-3.0
CN1C(=O)c2ccc(N(C)C)cc2C1=O	1.2	14.4	-8.4	-11.1	-8.7	-26.8	nt	2.8	-0.5
Cc1cc(N2C(=O)C3CC=CC(C)C3C2=O)no1 (stereo unspecified)	1	8.3	26.8	-12.1	7.4	3.5	nt	1.3	-4.5
COc1ccc(C)cc1N(C)C(=O)c1coc(=O)c2ccccc12	1.2	1.9	-11.2	-8.5	2.5	7.0	1.3	1.6	-8.5
COc1ccc(C(=O)CN2C(=O)NC(C)(c3ccccc3)C2=O)cc1OC (stereo unspecified)	1.2	2.5	-4.7	-9.5	5.0	2.6	1	3.5	-10.2
SMILES	MT1-MMP txn act	Rev-RRE block	Plk1 PBD FP	PLK1 kinase inh	EphB4 ephrin blk	S1P2 antag	PLAP act	FAK blocker	S1P2 agonist
CCCOc1ccc(C(C)=O)cc1CSCCC#N	1.1	0.8	-5.8	-14.0	-5.3	-11.6	nt	1.8	1.4
COc1ccc(S(=O)(=O)N(C)c2ccc(C(=O)N3CCOCC3)cc2)cc1	1.2	-1.4	28.9	-5.9	-1.8	4.5	1	0.5	-6.5
CC1(C)C(c2cccs2)=[N+]([O-])C2(CCCCC/C2=N\NC(N)=S)N1O (stereo unspecified)	0.9	3.6	4.7	-12.6	4.9	-5.5	1	0.0	-8.1
CC(C)(C)Oc1ncc(Br)c(OC(C)(C)C)n1	1	2.9	5.2	-6.7	3.9	-3.4	0.9	-0.7	-3.4
COc1ccc2c(c1)N(C)/C(=C1/SC(=NCc3ccccc3)N(c3ccccc3)C1=O)S2	nt	3.3	1.8	-43.9	3.5	-6.9	1.3	-1.1	-11.8
Cc1ccc(S(=O)(=O)CC(=O)Nc2nc(-c3ccccc3)cs2)cc1	1	14.7	-4.2	-6.7	0.6	-6.2	1.1	1.2	-5.8
C=CCN(C(=O)Nc1ccccc1)C1CC(=O)N(c2ccc(OC)cc2)C1=O (stereo unspecified)	1.2	6.5	33.4	-8.0	-2.8	13.5	1.3	-3.9	-5.1
Cc1onc(-c2ccccc2)c1C(=O)Nc1cccc(OC(C)C)c1	1.2	11.7	-16.2	2.5	2.5	-11.7	0.8	2.3	-7.1
Fc1ccc2c(c1)C1C=CCC1C(c1cc3c(cc1Br)OCO3)N2 (stereo unspecified)	nt	3.5	-5.9	-10.5	-9.7	-23.2	1	4.2	-3.9
CNS(=O)(=O)c1ccc(NC(=O)c2nc3nc(C)cc(C(F)F)n3n2)cc1	nt	3.0	-4.2	-7.0	3.0	-8.3	1.1	-1.9	-7.5

Ten compounds already listed, arranged by molecular weight, low to high.
SMILES	MT1-MMP txn act	Rev-RRE block	Plk1 PBD FP	PLK1 kinase inh	EphB4 ephrin blk	S1P2 antag	PLAP act	FAK blocker	S1P2 agonist
CN1C(=O)c2ccc(N(C)C)cc2C1=O	1.2	14.4	-8.4	-11.1	-8.7	-26.8	nt	2.8	-0.5
Cc1cc2ccccn2c1C(=O)c1ccncc1	0.8	2.2	-14.5	-8.6	0.9	18.5	0.8	5.3	-9.0
Cc1cc(N2C(=O)C3CC=CC(C)C3C2=O)no1 (stereo unspecified)	1	8.3	26.8	-12.1	7.4	3.5	nt	1.3	-4.5
CN(C)CCOC(C1CCCCC1)C1CCCCC1	nt	7.8	-30.0	-20.3	5.2	3.8	1.8	0.5	-7.5
Cc1onc(-c2ccccc2)c1C(=O)Nc1cccc(OC(C)C)c1	1.2	11.7	-16.2	2.5	2.5	-11.7	0.8	2.3	-7.1
COc1ccc(-c2nc(C#N)c(NCCCN3CCOCC3)o2)cc1	1.2	9.0	-2.8	-13.4	2.4	23.9	1.3	6.5	-7.7
COc1cc(/C=C(/C(=O)c2cccs2)c2nc3ccccc3[nH]2)ccc1O	1.2	1.6	18.0	0.9	-4.0	32.0	0.7	-6.8	-11.0
Fc1ccc2c(c1)C1C=CCC1C(c1cc3c(cc1Br)OCO3)N2 (stereo unspecified)	nt	3.5	-5.9	-10.5	-9.7	-23.2	1	4.2	-3.9
Cc1ccccc1Nc1nc(N)nc(COC(=O)C(NC(=O)c2ccco2)C(C)C)n1 (stereo unspecified)	1.2	4.2	-12.2	-31.7	-9.2	-1.2	1.1	-2.7	-1.9
CC(NC(=O)C1CCC(CNc2c(N3CCOCC3)c(=O)c2=O)CC1)c1ccccc1 (stereo unspecified)	nt	4.9	0.5	-16.4	1.1	4.5	1	0.4	-7.6
